# Compound activity as filed in PubChem.
# PMI act hi M6P: increases human PMI activity with near-saturating mannose 6-phosphate. P34949. coupled PMI enzyme assay, resazurin fluorescence, 20 min; hits give high values; 1 = untreated enzyme, 0 = substrate-free blank. activation factor at 20 µM. 190,000 tested, 0.34% active. AID 1216;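 active means activation factor of 2 or more at 20 µM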
#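 Material: human phosphomannose isomerase with PGI, G6PDH, diaphorase coupling enzymes. Quantity: 15 ng/mL PMI. Medium: HEPES pH 7.4 buffer with MgCl2 and Tween-20. Reagent: Near-saturating mannose-6-phosphate, 1.0 mM. Compound: 20 µM single dose. Times: enzyme reaction with compound 20 min at room temperature. Detection: resorufin fluorescence at Ex 544/Em 590 nm.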
# FLuc act counter: firefly luciferase counter-screen for stimulation assays; ATPlite luciferase biochemical, luminescence, 10 min; 0 = ATP-free wells, 1 = DMSO control; activation factor at 10 µM; 200,000 tested, under 10 active;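 active means luciferase activation factor, scaled between plate controls, of at least 2 with compound at 10 µM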
# Target sequence (P08659 whole entry, looked up): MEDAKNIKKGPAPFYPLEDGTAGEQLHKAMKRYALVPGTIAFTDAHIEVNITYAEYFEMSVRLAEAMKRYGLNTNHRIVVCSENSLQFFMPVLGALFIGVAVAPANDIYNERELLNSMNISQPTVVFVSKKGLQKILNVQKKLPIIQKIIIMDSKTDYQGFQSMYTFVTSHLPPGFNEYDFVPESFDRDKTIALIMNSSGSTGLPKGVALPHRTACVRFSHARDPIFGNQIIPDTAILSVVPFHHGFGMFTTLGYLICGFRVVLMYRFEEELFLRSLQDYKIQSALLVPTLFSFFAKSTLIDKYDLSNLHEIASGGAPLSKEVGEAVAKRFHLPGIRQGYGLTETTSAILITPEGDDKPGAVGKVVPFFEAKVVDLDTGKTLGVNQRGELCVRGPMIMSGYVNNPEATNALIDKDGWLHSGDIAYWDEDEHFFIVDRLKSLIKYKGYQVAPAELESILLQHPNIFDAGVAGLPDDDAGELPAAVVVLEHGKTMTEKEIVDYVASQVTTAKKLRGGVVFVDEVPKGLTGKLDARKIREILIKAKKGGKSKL
#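 Assay system: Luciferase/luciferin detection reagent, cell-free biochemical luciferase assay / Also added: ATP substrate / Schedule: 10 min at ambient temperature / Measured by: luminescence measurement of luciferase light output / Benchmarks: low control with PBS replacing ATP, high control enzyme plus ATP without compound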
# PMI act: phosphomannose isomerase (human) activation; P34949; purified human PMI, coupled resazurin fluorescence, 20 min; hits give high values; 1 = vehicle control, 0 substrate-free wells; activation factor at 20 µM; 190,000 tested, 0.005% active;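 active means activation factor of 2 or more at 20 µM, relative to plate controls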
# G6PDH counter: inhibits Leuconostoc G6PDH, flagging false hits in G6PDH-based assays | Purified L. mesenteroides G6PDH, diaphorase/resazurin coupled fluorescence, 45 min | 200,000 tested, 0.12% active | inhibition, % at 5 µM; in the data active means inhibition above about 50%
# Diaphorase act: activates diaphorase or chemically reduces, flagging diaphorase assay artifacts | Diaphorase/resazurin coupled assay, resorufin fluorescence, 16 min; hits give high values; 1 = vehicle wells, 0 = NADH-free wells | activation factor at 20 µM | 190,000 tested, 0.005% active | AID 1229;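 active means diaphorase activity raised at least twofold by the compound at 20 µM; inactive means activation factor below 2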
#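 Assay system: Purified diaphorase enzyme from Clostridium kluyveri | Amount: Enzyme 0.07 U/mL final | Dosing: Compound 20 µM once, DMSO 1% | Timing: 16 min reaction at room temperature | Detection: Fluorescence, excitation 544 nm and emission 590 nm | Evaluation: Higher resorufin formation from activation or reduction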
# TNAP inh noacc: TNAP (human) inhibition, acceptor-free conditions; purified TNAP, CDP-star luminescence, 30 min; P05186; inhibition, % at 20 µM; AID 1012; 200,000 tested, 0.26% active;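 active means tissue-nonspecific alkaline phosphatase inhibition above about 50% at 20 µM in the single-dose screen, limit read from the data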;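 further: 0% = DMSO negative control and 100% = EDTA positive control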
# Target sequence (P05186 whole entry, looked up): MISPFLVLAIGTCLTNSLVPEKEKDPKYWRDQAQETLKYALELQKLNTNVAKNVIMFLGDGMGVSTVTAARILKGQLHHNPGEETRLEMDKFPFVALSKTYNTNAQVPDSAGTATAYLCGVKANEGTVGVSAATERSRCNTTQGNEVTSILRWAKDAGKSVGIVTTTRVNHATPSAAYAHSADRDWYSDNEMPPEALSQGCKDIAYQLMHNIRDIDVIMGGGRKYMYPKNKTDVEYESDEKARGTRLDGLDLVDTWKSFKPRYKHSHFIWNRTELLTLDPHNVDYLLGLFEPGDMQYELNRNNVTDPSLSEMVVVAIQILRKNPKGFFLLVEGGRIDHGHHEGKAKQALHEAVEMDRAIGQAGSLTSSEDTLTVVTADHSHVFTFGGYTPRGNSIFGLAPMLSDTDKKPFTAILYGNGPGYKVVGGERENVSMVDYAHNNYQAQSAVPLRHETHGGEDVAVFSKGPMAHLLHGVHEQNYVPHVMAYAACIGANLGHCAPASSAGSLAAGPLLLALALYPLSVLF
# TNAP act hiacc: increases human TNAP activity under high phosphate acceptor concentration | purified TNAP, CDP-star luminescence, 1 M DEA, 30 min; hits give high values; 0 = EDTA background, 1 = DMSO-only activity | 200,000 tested, under 10 active | AID 1136 | P05186 | activation factor at 20 µM;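 active means activation factor at least 2 at 20 µM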
#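 Test system – human TNAP · Doses – 20 µM single point · Incubation – 30 min, room temperature · Signal – luminescent substrate turnover signal · Read-out basis – activation factor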
# TNAP inh hi DEA: blocks human TNAP under high phosphate acceptor concentration. inhibition, % at 20 µM. 200,000 tested, 0.03% active. purified TNAP, CDP-star luminescence, 1 M DEA. P05186;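 active means over 50% inhibition of tissue-nonspecific alkaline phosphatase at 20 µM in the single-dose screen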;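 further: plate controls were DMSO wells for no effect and EDTA-quenched wells as full inhibition for full effect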
# HMGR II inh: blocks class II HMG-CoA reductase of Enterococcus faecalis; purified E. faecalis HMGR, NADPH absorbance 340 nm kinetic; inhibition, % at 10 µM; 190,000 tested, 0.41% active; AID 1066;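 active means inhibition above a set limit, the median over all tested compounds plus 3 SD, cut at about 9.5% in these data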;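 further: enzyme runs in reverse so mevalonate oxidation gives rising NADPH absorbance; 0% = complete reaction with DMSO and 100% = background rate lacking mevalonate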
# Diaphorase inh: inhibits diaphorase or chemically oxidizes, flagging diaphorase assay artifacts; diaphorase resazurin-to-resorufin fluorescence, NADH, 16 min; bacterial (C. kluyveri) enzyme, not human; inhibition, % at 20 µM; 190,000 tested, 0.69% active;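 active means primary screen inhibition at 20 µM above a set limit, cut at about 50% in these data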;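 further: plate controls were DMSO with full reaction for no effect and wells lacking NADH for full effect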
#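 controls = No-NADH positive control and DMSO neutral control | system = Clostridium kluyveri diaphorase enzyme | timing = reaction incubation of 16 min at room temperature | signal = resorufin fluorescence 544/590 nm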
# The depositor's hits bear a star; nt = not tested or not shown.
SMILES,PMI act hi M6P,FLuc act counter,PMI act,G6PDH counter,Diaphorase act,TNAP inh noacc,TNAP act hiacc,TNAP inh hi DEA,HMGR II inh,Diaphorase inh
COc1ccc(-n2c(O)c(Cc3ccccc3)c(=O)n3nc(-c4ccccc4)c(=O)cc23)cc1,1.1,1.1,1.1,2.7,1,-1.3,0.9,7.3,-5.4,-1.1
CCOC(=O)c1c(C)cccc1OCC(N)=O,0.5,1.1,0.9,-0.6,0.9,-1.2,1,-2.0,-0.4,10.2
CC(C)(C)c1nc2cc(Cl)c([N+](=O)[O-])cc2o1,1,1.1,1,7.5,1,-4.8,1,-2.5,2.4,-3.0
CC(C)COc1ccc(S(=O)(=O)NNC(=O)c2cc3ccccc3o2)cc1,0.8,1,0.8,2.1,0.8,-20.5,1,1.9,-3.7,20.7
CCOC(=O)C1CCN(S(=O)(=O)c2cccc(-c3cn4cccc(C)c4n3)c2)CC1,1,1,0.9,0.0,0.9,-9.8,1,-4.8,-5.7,7.4
CC(C)NC(=O)c1cc2cc(Br)ccc2oc1=O,0.9,1,0.9,7.3,0.9,-0.6,1,-1.6,-0.5,5.7
CCN(CC)C(=O)N1CCN(S(=O)(=O)c2ccc(C)c(C)c2)CC1,0.8,1,0.9,-1.6,0.8,-2.9,1,-0.1,-1.7,15.5
COc1cc(C)nc(N(Cc2ccccc2)S(=O)(=O)c2ccccc2)n1,1,1.1,1,0.4,0.9,-1.7,1.1,-6.1,-2.3,13.0
CCN(CC)C(=O)Cn1cnc2c1c(=O)n(C)c(=O)n2C,1,1,1,0.5,0.9,-5.0,1,-1.2,-4.7,12.0
COc1ccc(CNc2ncnc(N)n2)cc1,1.1,1,1,-3.4,1,-17.8,1,-1.7,-1.4,4.7
CCOc1cc(-c2nc(-c3ccccc3OC)no2)cc(OCC)c1OCC,0.8,1.1,0.8,2.7,0.8,-3.8,1.1,-7.6,1.0,25.0
CCCCN1CCCCC1C(=O)Nc1c(C)cc(C)cc1C (stereo not drawn),1,1,0.9,12.4,1,-5.7,1.1,-5.8,-4.3,2.5
FC(F)Sc1ccc(Nc2ncnc3nc[nH]c23)cc1,1,0.8,1,-4.8,0.9,-149.9,1,1.4,-0.7,9.9
COc1cc(-c2[nH]nc3c2C(c2ccoc2)C(C#N)=C(N)O3)cc(OC)c1OC (stereo not drawn),0.9,1,1,9.1,0.9,0.1,0.9,8.1,-2.0,13.6
Fc1ccc(C2CC(c3ccco3)=NN2c2ccccc2)cc1 (stereo not drawn),1.5,0.9,1.1,23.0,0.9,-23.9,1.1,-6.9,4.9,10.6
Cc1ccc(S(=O)(=O)N2CCCSCC2)cc1,0.9,1,0.9,3.1,1,-9.4,1,-3.7,-1.0,4.0
COc1ccc(-c2cc(C(F)(F)F)n3nc(C(=O)O)cc3n2)cc1OC,0.9,1.1,1,5.4,0.7,-12.2,1,-4.0,1.8,29.2
CN(C)CCOc1cccc(Br)c1,1.1,1.1,1.1,8.7,0.9,-14.3,1.1,-6.9,0.4,8.2
Cc1ccccc1Nc1nn2c(=O)c3ccccc3nc2s1,0.9,0.6,1,1.5,0.8,-5.9,1.1,-6.4,-4.2,20.5
CCCc1cc(C(N)=O)c(NC(=O)c2ccco2)s1,0.9,0.9,0.9,-21.6,0.8,0.0,1,1.4,-2.4,17.3
CC(C)c1ccccc1NC(=O)CCc1nc2ccccc2s1,0.9,1,0.9,9.0,0.8,-7.2,1,1.3,-1.7,16.4
COc1cc(NS(=O)(=O)c2ccc(NC(=O)/C(=C\c3ccccc3OC)NC(=O)c3ccccc3)cc2)nc(OC)n1,0.9,1,0.9,-21.0,0.8,-10.2,1,-0.4,-8.6,20.1
Cc1ccc(NC(=O)C(=O)NCCN2CCN(C(=S)Nc3ccccc3)CC2)cc1,1,1.1,1,1.1,0.9,-0.8,1,-2.3,-5.3,10.7
O=C(c1ccc2c(c1)OCO2)C1CCCN(Cc2cn[nH]c2-c2cccc(F)c2)C1 (stereo not drawn),1,1,1,5.2,1,-9.5,1,-2.6,-2.6,-4.5
CC1CCN(CCCNC(=O)c2ccc(CSCc3cccc(Cl)c3)o2)CC1,1.1,1.1,1.1,-1.8,1,-16.2,1,-2.6,-5.3,4.2
COc1ccc(C(=O)N(Cc2ccco2)Cc2cccs2)c(O)c1,0.9,1,0.9,8.6,1,-7.6,1.1,-5.8,-7.7,3.8
O=C(COC(=O)Cc1ccc(Cl)cc1)Nc1ccccc1-c1ccccc1,0.9,1.1,0.8,-0.9,0.7,-11.1,1,-1.0,-1.0,27.4
CCN(Cc1ccccc1)S(=O)(=O)c1ccc(S(=O)(=O)N(Cc2ccccn2)Cc2ccco2)cc1,1,1,1,-0.7,1,-7.9,1.1,-5.9,-2.8,1.6
O=C1N(C2CCCC2)C[C@@H]2C[C@@H](c3cccn3-c3ccccn3)N3CCC[C@@]123,0.9,1.1,0.8,7.8,0.7,-8.9,1.1,-6.8,-0.7,25.3
CCCOc1ccc(-c2nc(OCC)c3ccccc3n2)cc1,1,1,1,-2.4,0.9,-3.1,1,3.3,-4.0,10.0
O=C(Oc1ccc2c(c1)OCO2)c1ccc(Br)c(S(=O)(=O)N2CCOCC2)c1,1,1,0.9,-11.8,0.8,-6.7,1.1,-5.2,0.4,17.2
Cc1ccc(C2=NC3(CCCCC3)N=C2SCC(=O)Nc2ccc3c(c2)OCCO3)cc1,0.8,1,0.8,18.8,0.8,-3.6,1,-2.0,2.2,24.1
COc1ccc(CCNC(=O)CSc2ncn[nH]2)cc1,1,1,0.9,-4.0,0.9,-3.2,1.1,-10.9,-2.2,10.0
O=C1CC(c2ccccc2)n2nc(NC(=O)c3ccccc3)nc2N1 (stereo not drawn),1.1,1,1,1.6,1,-9.5,1,-3.7,-3.3,-4.1
COc1cc(Cl)c(S(=O)(=O)N2CCCC2)cc1Cl,nt,1,nt,3.0,nt,-1.2,0.9,5.0,-1.4,nt
CCC1(COC(=O)Nc2cccc(Cl)c2)COC1,1,1,1,0.0,0.9,-15.3,1.1,-6.1,-1.7,13.2
COc1ccc(C2c3[nH]c4ccccc4c3CCN2CCCn2cccn2)cc1C (stereo not drawn),0.8,1,0.8,17.0,0.7,-7.6,1,-3.4,1.8,27.8
O=C(NCc1ccccc1)c1ccc(CN(c2ccccn2)S(=O)(=O)c2ccccc2)cc1,1.1,1.1,1.1,3.6,1.1,-1.9,1.1,-9.9,-4.6,-10.7
CCOC(=O)c1c(C)[nH]c(=S)c(C#N)c1-c1ccc(OC)cc1,1,1.1,0.9,-0.6,0.8,-6.0,1,-2.5,-9.8,25.0
Clc1ccc(-c2nnc(SCc3nc4ccccc4[nH]3)o2)c(Cl)c1,0.9,1,0.9,7.7,0.8,-4.0,1,1.5,-11.7,17.7
O=C(COC(=O)COc1ccc(Cl)cc1Cl)Nc1cccnc1Cl,1.1,1,1,9.7,1,-21.6,1.1,-6.6,-4.0,-3.0
Cc1ccc(NC(=O)CC2C(=O)NCCN2C(=S)Nc2ccccc2)c(C)c1 (stereo not drawn),1.1,1,0.9,-13.6,0.9,-8.8,1,-1.4,3.9,11.2
N=c1c2c3c(sc2nc2n1CCCCC2)CCCC3,1.1,1.1,1.1,12.1,0.9,-7.8,1,-1.1,-8.2,5.1
CC1CC(C(F)(F)C(F)(F)F)n2nc(C(=O)O)cc2N1 (stereo not drawn),0.9,1,0.9,11.0,0.7,-3.3,1,0.1,0.0,28.3
CC(O)(C#CCN1CCCCC1)c1ccccc1 (stereo not drawn),1.1,1,1,2.0,1,-7.3,1,0.2,-3.4,-0.4
CC(C)CCNC(=O)NC(=O)COC(=O)/C=C/c1cnc2ccccc2n1,1.1,1.1,1,7.7,1,-0.7,0.9,6.7,0.5,-4.4
O=C(CN1C(=O)S/C(=C\c2ccc(F)cc2)C1=O)Nc1cccc(S(=O)(=O)NCc2ccco2)c1,0.9,1,0.9,0.5,0.9,-13.0,1,-4.0,-0.9,10.1
N#CC1=C(N)Oc2c(ccc3ccccc23)C1c1cccs1 (stereo not drawn),1,1,0.9,12.2,0.8,-4.1,0.9,5.5,-0.5,18.9

# Complete entries from above. Order of values: PMI act hi M6P | FLuc act counter | PMI act | G6PDH counter | Diaphorase act | TNAP inh noacc | TNAP act hiacc | TNAP inh hi DEA | HMGR II inh | Diaphorase inh
# Clc1ccc(-c2nnc(SCc3nc4ccccc4[nH]3)o2)c(Cl)c1 is entered as 0.9 | 1 | 0.9 | 7.7 | 0.8 | -4.0 | 1 | 1.5 | -11.7 | 17.7
# N=c1c2c3c(sc2nc2n1CCCCC2)CCCC3 is entered as 1.1 | 1.1 | 1.1 | 12.1 | 0.9 | -7.8 | 1 | -1.1 | -8.2 | 5.1
# CCOC(=O)c1c(C)[nH]c(=S)c(C#N)c1-c1ccc(OC)cc1 is entered as 1 | 1.1 | 0.9 | -0.6 | 0.8 | -6.0 | 1 | -2.5 | -9.8 | 25.0
# O=C(COC(=O)COc1ccc(Cl)cc1Cl)Nc1cccnc1Cl is entered as 1.1 | 1 | 1 | 9.7 | 1 | -21.6 | 1.1 | -6.6 | -4.0 | -3.0
# COc1ccc(C2c3[nH]c4ccccc4c3CCN2CCCn2cccn2)cc1C (stereo not drawn) is entered as 0.8 | 1 | 0.8 | 17.0 | 0.7 | -7.6 | 1 | -3.4 | 1.8 | 27.8

# Going on with the list:
SMILES,PMI act hi M6P,FLuc act counter,PMI act,G6PDH counter,Diaphorase act,TNAP inh noacc,TNAP act hiacc,TNAP inh hi DEA,HMGR II inh,Diaphorase inh
COc1ccc(OC)c(/C=N/NC(=O)CN2CCSCC2)c1,1.1,1,1,4.1,0.9,-13.2,1,1.7,-3.3,11.5
Cc1ccc(C(=O)OCC(=O)NC(=O)c2cccn2C)cc1,1,1,0.9,6.6,0.8,-9.5,1,-2.6,3.7,21.2
COc1cc(/C=C/C(=O)O)cc(S(=O)(=O)NCCO)c1OC,1,1,0.9,4.5,0.9,-10.5,1,-1.7,-0.8,9.8
CCn1c(=O)c(C(=O)Nn2c(C)nc3ccccc3c2=O)c(O)c2ccccc21,0.9,1.1,0.9,19.3,0.9,9.5,1,0.2,1.0,12.5
COc1ccc(Br)cc1CNC(=O)CCN1C(=O)COc2ccccc21,1,1.1,1,-3.8,0.9,-6.7,1.1,-6.7,2.2,6.0
CC[n+]1ccc(C[n+]2ccccc2)c2ccccc21,0,1,0,23.3,0.8,6.8,1,0.7,-5.5,21.1
Cc1ccc2c(c1)S/C(=C/c1ccc[n+](CCO)c1)N2C,0.9,1,0.9,6.6,0.9,13.0,0.8,18.8,1.6,6.5
COc1ccc2c(c1)C(SCC(=O)NCc1ccccc1)CC(C)(C)O2 (stereo not drawn),1,1.1,1.1,17.8,0.8,-8.8,1.1,-5.1,2.0,15.9
